PLK1 PBD inh – blocks phosphopeptide binding to human PLK1 polo-box domain; P53350; Plk1 PBD binding of FITC phosphopeptide, fluorescence polarization; Potency, µM, for inactives: max response, negative = inhibition, hits mostly inhibitors; actives 2.8% (n = 360,000); also: potency is read from the fitted curve at half-maximal effect; series mostly up to about 57 µM; % is scaled to controls: 0 for no effect and ±100 for the full control effect; nearly all actives have a fitted effect of over 65% in size
Target sequence (P53350 whole entry, looked up, the tested form may be a part): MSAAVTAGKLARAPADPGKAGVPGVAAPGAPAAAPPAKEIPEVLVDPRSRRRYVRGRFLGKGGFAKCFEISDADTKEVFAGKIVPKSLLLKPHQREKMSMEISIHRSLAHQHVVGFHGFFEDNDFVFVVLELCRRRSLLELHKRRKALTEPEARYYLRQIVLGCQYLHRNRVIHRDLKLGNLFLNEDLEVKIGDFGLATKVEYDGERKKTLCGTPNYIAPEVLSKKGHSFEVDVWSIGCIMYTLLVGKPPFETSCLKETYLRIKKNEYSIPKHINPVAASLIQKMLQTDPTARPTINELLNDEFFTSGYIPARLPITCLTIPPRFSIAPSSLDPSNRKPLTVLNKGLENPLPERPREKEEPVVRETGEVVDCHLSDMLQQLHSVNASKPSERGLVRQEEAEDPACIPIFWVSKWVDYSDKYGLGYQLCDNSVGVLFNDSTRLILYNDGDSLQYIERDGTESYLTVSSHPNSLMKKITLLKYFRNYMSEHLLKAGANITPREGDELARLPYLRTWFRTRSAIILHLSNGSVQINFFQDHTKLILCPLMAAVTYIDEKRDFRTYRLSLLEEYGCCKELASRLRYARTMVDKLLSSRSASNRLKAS
EPAC1 agonist – agonists of human EPAC1; O95398; EPAC1 agonist qHTS, biochemical assay; response scale: 100% = response to 6.5 mM cAMP; Potency, µM (titrated, usually from 154 µM), for inactives: at the top dose activation, hits mostly activators; actives 0.073% (n = 360,000); AID 720707; also: potency is read from the fitted curve at half-maximal effect; nearly all actives have a fitted effect of over 60% in size
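Nucleotide exchange assay: 100 nM EPAC1 with 250 nM Rap1B loaded with BODIPY-GDP and 50 uM GDP, room temperature. Fluorescence (480/540 nm) read every 5 min for 30 min; signal change normalized to 6.5 mM cAMP as full agonist.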
Abeta rescue – compounds reversing amyloid beta toxicity in yeast. Potency, µM (highest dose often 46.1 µM), for inactives: at the top dose growth rescue, most hits filed as activators. actives 0.063% (n = 410,000). yeast expressing A-beta42, growth rescue, OD600, 48 h; response scale: 0% DMSO, 100% iron-clioquinol control. AID 1347071; also: potency is read from the fitted curve at half-maximal effect; nearly all actives have a fitted effect of over 55% in size
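Yeast A-beta toxicity model in growth medium with pinned compounds, 48 h at 30 C; growth read as absorbance at 600 nm. Normalized to FeCl3/clioquinol equimolar mix (positive) and DMSO (negative).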
WRN inhibitor – blocks human WRN helicase | WRN helicase unwinding, fluorescent forked duplex, kinetic | Potency, µM (highest dose often 114 µM), for the others: top-dose activity change, negative = inhibition, hits mostly inhibitors | Q14191 | actives 0.46% (n = 360,000); also: potency is read from the fitted curve at half-maximal effect; % is scaled to controls: 0 for no effect and ±100 for the full control effect; nearly all actives have a fitted effect of over 55% in size
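Enzyme (20 nM final) and test compound sit together 15 min at room temperature before substrate addition. Substrate is a single-forked duplex oligonucleotide (100 nM) labelled with fluorophore and quencher, with 2 mM ATP; helicase unwinding raises red fluorescence, read kinetically.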
aSyn yeast inh – inhibitors of alpha-synuclein toxicity in yeast. actives 0.14% (n = 370,000). AID 652106. Yeast expressing alpha-synuclein, growth rescue, BacTiter-Glo, 24 h. Potency, µM (highest dose often 46.1 µM), for inactives: at the highest dose growth rescue (activation), usual class: activators; also: potency is read from the fitted curve at half-maximal effect; % of control where 0% means no effect; nearly all actives have a fitted effect of over 65% in size
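Galactose-induced alpha-syn yeast (OD600=0.02, raffinose-pregrown) + pinned cpd, 24 hr, 30 deg C; growth by BacTiter-Glo luminescence. Growth restoration scores as activation.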
PI5P4K alpha inh – PI5P4K alpha (human) kinase inhibition; P48426; PI5P4Kalpha enzyme, ADP-Glo luminescence, 60 min; active compounds read low; max response, %; actives 1.2% (n = 330,000); active = max response of -50% or lower; inconclusive = between -30% and -50%; inactive = -30% or higher; also: value at the top dose of about 77 µM; % is scaled to controls: 0 for no effect and ±100 for the full control effect
Target sequence (P48426 whole entry, looked up): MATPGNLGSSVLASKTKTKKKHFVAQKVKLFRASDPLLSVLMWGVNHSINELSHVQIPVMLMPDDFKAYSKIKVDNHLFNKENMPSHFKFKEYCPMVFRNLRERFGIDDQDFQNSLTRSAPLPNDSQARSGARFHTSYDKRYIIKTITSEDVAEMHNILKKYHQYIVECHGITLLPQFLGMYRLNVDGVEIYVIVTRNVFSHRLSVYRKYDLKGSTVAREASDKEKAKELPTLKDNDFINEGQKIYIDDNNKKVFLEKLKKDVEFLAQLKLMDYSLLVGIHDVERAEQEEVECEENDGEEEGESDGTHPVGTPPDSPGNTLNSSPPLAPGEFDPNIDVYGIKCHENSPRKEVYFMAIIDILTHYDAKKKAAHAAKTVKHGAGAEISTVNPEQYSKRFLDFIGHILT
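Single end-point luminescence (ADP-Glo) quantified ADP from PI5P4Kalpha turnover; ATP 5 microM final, 1 h at RT, 0.1% CHAPS and 0.28 mM EGTA in HEPES pH 7.4.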
FUS yeast rescue – rescues growth of FUS-expressing yeast | actives 0.24% (n = 390,000) | AID 1347120 | S. cerevisiae FUS-expressing, growth rescue, OD600, 24 h | Potency, µM (highest dose often 76.6 µM), for inactives: top-dose growth rescue (activation), actives largely listed as activators;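 also: potency is read from the fitted curve at half-maximal effect; plate controls were DMSO vehicle for no effect and reference control for full effect; nearly all actives have a fitted effect of over 55% in size; some results filed as inactive show a strong effect at the top dose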
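Toxicity suppression screen in FUS-yeast. Cells induced with 2% galactose, starting OD 0.005, treated 24hr at 30C with compounds at multiple final concentrations; growth by OD600.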
EPAC1 antag – antagonists of human EPAC1; O95398; EPAC1 GEF assay, Rap1b-BODIPY-GDP exchange fluorescence; Potency, µM (titrated, usually from 115 µM), inactives show at the top dose activity change, negative = inhibition, hits mostly inhibitors; actives 0.14% (n = 360,000); AID 720709;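 also: potency is read from the fitted curve at half-maximal effect; plate controls were vehicle for no effect and positive control for full effect; nearly all actives have a fitted effect of over 50% in size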
IL2 activator – activates IL-2 in a cell-based reporter assay; IL-2 activation reporter assay, cell-based qHTS; stimulated with anti-CD3/CD4/CD28 beads; in transgenic mouse T cells; activation, % (series mostly up to about 46 µM); actives 0.065% (n = 360,000); in the data active = activation above about 50%; inconclusive = mostly about 30% to 49%; also: 0% is about no effect
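Unstimulated transgenic mouse T cells preincubated 60 min with compound, then stimulated with anti-CD3/anti-CD4-coated beads plus anti-CD28 for 18 h at 37 degrees C. IL-2 response read as EGFP and DsRed fluorescence by plate cytometry.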
* = called active by the depositor; ? = inconclusive; . = no result given; [ ] = dose if it differs, or a comment. Unless noted, calls follow the shape of the dose curve; as a rule, active = well fitted curve in the direction sought with a large enough effect; inconclusive = small, poorly fitted or top-dose-only effect, or another doubt; inactive = no such curve, though single readings can be large; an effect the other way counts as inactive or inconclusive.

Every second line gives: PLK1 PBD inh	EPAC1 agonist	Abeta rescue	WRN inhibitor	aSyn yeast inh	PI5P4K alpha inh	FUS yeast rescue	EPAC1 antag	IL2 activator
CCC(=O)NC(=S)Nc1ccc(NC(=O)COc2ccc(Cl)c(C)c2)cc1
→ -10.6%	-8.8%	2.4%	-21.0%	-1.9%	2.1	9.8%	-5.5%	-2.0
Cc1cc(C)n2c3c(c(C#N)c2n1)CCCC3
→ -2.3%	1.4%	-14.7%	-16.4%	5.5%	-0.1	10.8%	3.7%	0.9
CC(=O)NC1C(=O)N(CC(C)C)c2ccccc21 (stereo not given)
→ -1.9%	-1.2%	8.6%	6.1%	.	2.0	-2.4%	-6.1%	-1.3
CN(C)c1nc(N)c([N+](=O)[O-])c(NCc2ccccc2)n1
→ -5.6%	-2.0%	4.2%	-8.6%	1.0%	-1.5	.	-11.4%	-4.3
COCCn1c(SCC(=O)Nc2sccc2C(N)=O)nc2cc(Cl)ccc2c1=O
→ -10.6%	20.4%	-0.9%	-22.2%	11.8%	34.5	28.8%	-2.0%	0.4
CCc1nnc(NC(=O)c2ccc(S(=O)(=O)N3CCOCC3)cc2)s1
→ -0.6%	-6.3%	0.4%	10.4%	-2.7%	0.7	-11.5%	27.8%	-2.3
Oc1c(Cl)cc(Cl)cc1CNn1cnnc1
→ -2.0%	-1.6%	-6.7%	-13.2%	-0.6%	3.0	23.0%	-8.6%	0.8
O=c1[nH]c2cc(Cl)ccc2c(O)c1-c1cccc(Oc2ccccc2)c1
→ -18.5%	4.2%	-10.4%	-5.2%	3.1%	6.0	-14.5%	-26.6%	0.1
O=C(Nc1ccccn1)C12CC3CC(C1)CC(C(=O)Nc1ccccn1)(C3)C2
→ -8.1%	-0.4%	33.8%	1.1%	9.9%	0.5	9.7%	-18.7%	-0.6
CCc1sc(C(=O)N2CCN(c3ncccn3)CC2)cc1Br
→ -0.3%	-0.8%	1.8%	-4.5%	8.6%	-0.5	30.5%	-1.1%	2.6
Cn1cnnc1SCC(=O)Nc1ccc2nc(SCc3ccccc3)sc2c1
→ -3.5%	7.4%	-27.5%	-17.4%	20.1%	11.7	?	-18.5%	-0.3
COCCCNC(=O)c1ccc(NC(C)=O)cc1
→ -9.3%	-3.9%	-4.3%	14.0%	-5.6%	2.4	-15.7%	3.5%	1.9
Cc1cccc(C)c1NC(=O)CN1CCN(c2ccc(C(F)(F)F)cn2)CC1
→ 6.0%	-14.8%	-0.8%	-4.9%	1.2%	17.2	11.2%	-9.9%	0.1
Cc1ccc(S(=O)(=O)N2CC=C(C(=O)NC3CC3)CC2)cc1
→ 21.2µM*	-8.8%	12.8%	5.4%	?	-26.7	11.4%	10.3%	-0.3
CCc1cccc2c(C(=O)CN3C(=O)NC4(CCCCCC4)C3=O)c[nH]c12
→ 7.5%	9.0%	-9.0%	-1.4%	-7.2%	-0.1	.	10.7%	-3.6
COc1ccc(S(=O)(=O)N2CCC(C(N)=O)CC2)cc1C(=O)N1CCCCCC1
→ 0.8%	1.9%	-2.9%	0.0%	?	5.4	-2.3%	8.4%	-3.4
CC1=C(C(=O)NC2CC(C)(C)Cc3c2cnn3-c2ccc(C)cc2)OCCO1 (stereo not given)
→ 0.7%	6.8%	-9.4%	-31.0%	5.3%	-3.9	.	3.1%	-1.0
CCCNC(=O)NC(=O)COC(=O)c1oc2ccc(OCC)cc2c1C
→ -0.7%	-11.7%	11.4%	1.8%	-0.2%	-9.1	-6.9%	2.1%	-2.6
COC(=O)c1cc(C(=O)Nc2nnc(C3CC3)s2)cc([N+](=O)[O-])c1
→ -3.1%	-15.7%	7.4%	?	0.9%	?	23.7%	-0.1%	2.0
O=C1CSC(=S)N1c1ccc(O)cc1
→ 1.9%	-5.0%	-17.3%	5.2%	16.8%	-3.7	27.0%	0.1%	-0.6
Cc1ccc(C(=O)NCC(=O)OCC(=O)c2ccc3c(c2)NC(=O)CO3)cc1
→ 0.2%	5.3%	-0.7%	-4.1%	0.5%	-0.4	-1.4%	-0.2%	-0.2
O=C(Nc1ccc2c(c1)OCO2)C1COc2ccccc2O1 (stereo not given)
→ -26.3%	1.0%	5.7%	1.3%	-1.4%	-13.7	11.9%	-8.1%	0.4
Cc1ccc2c(=O)c(C(=O)NCc3cccs3)c[nH]c2c1
→ -5.8%	-1.9%	10.7%	-11.7%	0.3%	.	25.5%	4.7%	-1.8
N#Cc1c(-c2ccccc2Cl)cc(C2CC2)nc1N
→ -5.2%	12.0%	-1.1%	2.2%	2.6%	-1.1	13.0%	-20.5%	0.2
CC(=O)Oc1ccc(Cn2cnc3cc4ccccc4cc32)cc1
→ -1.2%	6.2%	?	-16.8%	14.1%	5.3	10.1%	-6.9%	-2.0
Cc1cccc(N=Nc2cnc(N)s2)c1
→ ?	2.0%	5.4%	-3.4%	-1.7%	-20.3	15.3%	-19.9%	-1.0
O=C(c1ccccc1)N1CCN(C(=O)c2cc3nc(-c4ccccc4)cc(C(F)(F)F)n3n2)CC1
→ -1.4%	3.0%	-15.9%	14.0%	8.0%	2.8	35.3%	10.0%	-0.2
CCCN(C(=O)C1CCN(S(=O)(=O)c2ccc(OC)c(OC)c2)CC1)C1CCS(=O)(=O)C1 (stereo not given)
→ -2.7%	9.6%	2.0%	4.3%	-1.4%	-2.0	-0.5%	8.0%	-0.7
CC(C)Cn1c(-c2cccnc2)nc2c1c(=O)[nH]c(=O)n2CC(C)C
→ -14.0%	1.5%	12.1%	-4.4%[57.1 µM]	-1.8%	-1.3	1.3%	-20.9%	0.9
CN(CC(=O)Nc1cccc(F)c1)C(=O)CC1CCCCC1
→ -4.0%	-2.9%	0.0%	10.3%	-0.7%	-6.2	19.7%	11.6%	-1.7
CCOc1ccc(NC(=O)CSc2nc3c([nH]c4ccccc43)c(=O)n2C)cc1
→ -4.0%	-20.7%	-6.4%	-2.1%	-2.5%	-7.6	-7.5%	-5.5%	-1.9
CC(C)COC(=O)N(C)C[C@@H]1OCc2cn(nn2)CCCC(=O)N([C@@H](C)CO)C[C@H]1C
→ -15.7%	-10.7%	-3.0%	-1.1%	1.5%	2.4	-2.9%	-16.8%	-2.3
CCCc1c(C)c(C#N)c2nc3ccccc3n2c1NCCCN1CCOCC1
→ -1.0%	-2.4%	-0.1%	1.1%	4.9%	-0.3	11.2%	1.7%	-2.2
CCOC(=O)C(Cc1ccc(OC)c([N+](=O)[O-])c1)NC(=O)CCC(=O)Nc1ccc(OC)cc1 (stereo not given)
→ -16.3%	0.3%	-13.3%	6.5%	-6.1%	0.6	11.0%	-0.1%	2.1
COc1ccc(NC(=O)C2CCCCN2N)cc1OCC(C)C (stereo not given)
→ -2.9%	-5.6%	14.0%	-11.9%	19.7%	.	16.6%	?	1.2
Cc1ccccc1C1(O)c2ccccc2-c2ccccc21
→ 0.2%	-10.3%	18.8%	0.5%	?	2.0	-5.2%	7.4%	-1.4
Cc1noc(C(=O)Nc2cccc(O)c2)c1Cl
→ -7.9%	6.9%	-8.9%	5.3%	-8.5%	1.2	25.2%	-3.2%	-2.1
Cc1[nH]nc2c1C(CCc1ccccc1)C(C#N)=C(N)O2 (stereo not given)
→ -20.9%	5.2%	1.3%	-14.0%	-0.3%	.	5.2%	-0.5%	-1.9
c1ccc(N=Nc2cn[nH]c2-c2ccco2)cc1
→ -4.5%	13.7%	-17.2%	-2.6%	2.9%	2.9	11.8%	-3.1%	-0.9
CCOCCCNCC(=O)N1CCN(S(=O)(=O)c2ccc(C)cc2)CC1
→ -3.9%	9.6%	-7.3%	5.1%	-5.6%	.	8.7%	-2.5%	-2.3
COc1cc(C(=O)Nc2ccc3c(c2)OCO3)ccc1OCc1c(C)noc1C
→ -2.8%	8.6%	8.7%	1.5%	-2.0%	9.1	11.5%	0.9%	-1.1
CC1(C(=O)NCCc2ccccc2)Cc2c(-c3ccc(C(N)=O)cc3)ccnc2O1 (stereo not given)
→ 0.6%	-7.0%	0.6%	2.2%	-1.7%	0.3	-5.2%	17.5%	0.3
CCn1c(SCC(=O)Nc2ccc(N(C)C)cc2)nnc1-c1ccco1
→ -6.6%	-6.5%	-3.3%	-1.3%	7.2%	-2.1	10.5%	2.1%	7.3
CC1=CCC2C(=O)N(Cc3ccccc3)C(=O)C2C1 (stereo not given)
→ -5.2%	0.0%	-1.3%	4.2%	-5.9%	12.0	?	14.9%	0.8
CCC(C)NC(=O)CC1Oc2ccc(C)cc2NC1=O (stereo not given)
→ -9.8%	0.6%	8.7%	-4.9%	3.5%	-3.6	-25.9%	-13.5%	-2.9
CC1=CC(C)(C)N(C(=O)c2ccc(F)cc2)c2cc3c(cc21)OCO3
→ -4.7%	11.1%	-9.2%	0.8%	-20.4%	1.2	.	-19.5%	0.4
C=C1CCN([C@@H](CC(C)C)C(=O)NCc2ccco2)S(=O)(=O)c2ccccc21
→ -22.2%	-19.9%	2.6%	-31.6%	7.9%	0.1	4.9%	8.8%	-0.9
O=c1c2ccccc2[nH]c(=S)n1CCCN1CCN(C2CCCCC2)CC1
→ -3.5%	1.5%	-0.1%[9.22 µM]	-6.5%	-2.6%	-2.0	-42.7%	4.8%	-1.4
COCCN(C(=O)COC(=O)C12CC3CC(CC(Cl)(C3)C1)C2)c1c(N)n(Cc2ccccc2)c(=O)[nH]c1=O
→ 2.0%	1.0%	6.2%	1.9%	1.3%	12.6	17.5%	-13.5%	-2.2
